DDE Tn6 FP inh = DD(E)-Tn6 binding inhibition, primary FP screen. inhibition, % at 8.3 µM. AID 720509. Fibrin DD(E) TRITC-Tn6 fluorescence polarization displacement. 0.21% of 370,000 active;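 active means inhibition above a per-campaign cutoff: mean of compounds within control limits plus 3 SD, cut at about 15% in these data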;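 further: 0% = median of all compound wells on the plate and 100% = blocking peptide control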
UHRF1 MBD2 ctr = human UHRF1 methylated DNA binding inhibitors; UHRF1 binding to methylated oligo, TR-FRET; AID 687016; inhibition, % at 4.4 µM; Q96T88; 0.75% of 370,000 active; in the data active means inhibition above about 21%;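 further: UHRF1 SRA domain binding a hemimethylated CpG hairpin DNA probe; 0% = median of test compound wells and 100% = reference inhibitor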
Target sequence (Q96T88 whole entry, looked up, the tested form may be a part): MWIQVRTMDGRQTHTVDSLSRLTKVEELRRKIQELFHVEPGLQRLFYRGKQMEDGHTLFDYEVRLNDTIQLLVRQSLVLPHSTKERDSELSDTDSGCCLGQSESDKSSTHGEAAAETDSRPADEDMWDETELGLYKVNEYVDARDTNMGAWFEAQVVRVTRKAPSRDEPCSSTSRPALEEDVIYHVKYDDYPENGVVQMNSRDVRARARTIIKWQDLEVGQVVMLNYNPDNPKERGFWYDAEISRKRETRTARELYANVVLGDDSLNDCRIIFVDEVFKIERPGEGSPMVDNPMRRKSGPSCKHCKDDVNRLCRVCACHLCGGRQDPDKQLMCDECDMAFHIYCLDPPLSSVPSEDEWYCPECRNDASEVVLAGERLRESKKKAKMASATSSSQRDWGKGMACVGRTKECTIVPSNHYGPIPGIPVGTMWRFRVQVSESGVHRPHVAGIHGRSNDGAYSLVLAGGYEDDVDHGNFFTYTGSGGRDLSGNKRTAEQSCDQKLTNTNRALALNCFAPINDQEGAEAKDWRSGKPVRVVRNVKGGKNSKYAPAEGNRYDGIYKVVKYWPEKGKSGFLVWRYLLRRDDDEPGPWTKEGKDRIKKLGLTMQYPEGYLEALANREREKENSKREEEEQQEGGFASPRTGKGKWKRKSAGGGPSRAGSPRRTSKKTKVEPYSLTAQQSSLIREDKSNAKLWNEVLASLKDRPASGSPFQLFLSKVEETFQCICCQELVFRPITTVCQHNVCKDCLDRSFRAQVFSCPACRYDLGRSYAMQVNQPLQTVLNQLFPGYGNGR
DDE Tn7 FP inh = inhibitors of Tn7 peptide binding to human fibrin DD(E). FP displacement of FITC-Tn7 peptide from fibrin DD(E); 0% = median of compound wells per plate. inhibition, % at 8.3 µM. 0.13% of 370,000 active. AID 720508;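 active means inhibition above the mean of compounds falling within the control limits plus 3 SD of them, cut at about 14% in these data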;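 further: 0% = plate median of compound wells and 100% = 10 µM Aha-Tn7 peptide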
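system = human fibrin DD(E) protein | quantity = DD(E) 2 µM final | medium = Tris/NaCl/CaCl2 buffer, pH 7.8 | also added = labelled Tn7 tracer, 0.1 µM | compound dosing = single point at 8.3 µM | timing = compound with protein 10 min, then 3 h after probe, room temperature | signal = FP measurement | benchmarks = Aha-Tn7 high control | repeats = one replicate per compound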
NR1D1 modulator = Rev-erb alpha (human) modulation; P20393; activity, % at 10 µM; Rev-erbα–FITC-DNA binding, fluorescence polarization, 90 min; 0.79% of 370,000 active;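 active means activity above about 14%, limit read from the data; passing the limit was not always enough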;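 further: 0% = DMSO wells with 35 nM protein and 100% = DMSO wells with 750 nM protein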
HGIII-sPLA2 inh = Blocks human group III sPLA2 activity; AID 743126; 0.56% of 370,000 active; inhibition, % at 12.2 µM; QFRET BODIPY PC-A2 liposome hydrolysis, fluorescence;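 active means inhibition above mean plus 3 SD of compounds lying within the high and low control bounds, cut at about 19% in these data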;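 further: 0% = median of test compound wells and 100% = no enzyme DMSO wells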
PLC-gamma1 inh = blocks human PLC-gamma1 enzyme activity; purified PLC-gamma1, fluorogenic substrate, fluorescence; inhibition, % at 12.2 µM; 0.84% of 370,000 active; AID 720700; in the data active means inhibition above about 9.5%
KLK7 zymogen act = activates the human kallikrein-7 zymogen; P49862; purified proKLK7, EDANS-DABCYL substrate fluorescence; 100% is mature enzyme control, 0% vehicle; activation, % at 7 µM; 0.9% of 370,000 active; AID 652039;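 active means activation above the mean of all tested compounds plus 3 SD, computed per campaign excluding outliers beyond control limits, cut at about 13% in these data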
ARFGAP1 inhibitor = inhibits rat ARF GTPase activating protein 1. Arfgap1-stimulated ARF1 GTP hydrolysis, GDP FP detection. 0.26% of 360,000 active. Q62848. AID 651572. inhibition, % at 16.5 µM;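 active means inhibition above a per-plate limit, mean inhibition of low control wells plus 3 SD, cut at about 25% in these data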;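 further: 0% = DMSO wells with enzyme and 100% = wells lacking Arfgap1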
Target sequence (Q62848 1-136 limits assumed): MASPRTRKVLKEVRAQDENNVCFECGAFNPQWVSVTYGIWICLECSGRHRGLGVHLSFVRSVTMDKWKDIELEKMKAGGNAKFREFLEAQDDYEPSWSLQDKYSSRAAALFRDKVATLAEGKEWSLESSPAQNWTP
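system = rat Arfgap1 catalytic domain, aa 1-136 | technique = FP, GDP Alexa 633 tracer displaced from anti-GDP antibody, 620/688 nm | compound = one concentration, 16.5 µM, DMSO 1.26% | medium = HEPES-based buffer, pH 7.5 | timing = compound-enzyme preincubation 20 min, reaction 120 min, detection 60 min, 25 °C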
ASAP1 GAP inh = ASAP1 ArfGAP inhibition; Q9ULH1; ASAP1-stimulated ARF1 GTP hydrolysis, GDP FP detection; inhibition, % at 16.5 µM; 0.19% of 360,000 active; AID 624377; in the data active means inhibition above about 25%;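 further: 0% = vehicle with enzyme and substrate and 100% = no enzyme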
PLCb3 inh = blocks human PLC-beta3 enzyme activity; Q01970; Purified PLC-beta3, fluorogenic substrate, fluorescence; inhibition, % at 12.2 µM; 0.18% of 370,000 active; AID 720704; in the data active means inhibition above about 11%;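 further: 0% = median of compound wells on plate and 100% = full blocker control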
Active calls of the source: *; · = not tested or not shown. Hits appear at their usual frequency; overall some 4.5% were active at least once.

[1] Cc1ccc(CONS(=O)(=O)c2cc(C)ccc2C)cc1
[2] CCCCSC1=C(C#N)C(c2ccccc2C)C(C(=O)OCC)C(=O)N1 (configuration not stated)
[3] Cc1nc(SCc2nc3ccc(C(F)(F)F)cc3[nH]2)c2oc3ccccc3c2n1
[4] O=C(CCCNS(=O)(=O)c1ccccc1)NCc1ccco1
[5] C=CCN1C(=O)C(CC(=O)O)SC1=Nc1c(C)n(C)n(-c2ccccc2)c1=O (configuration not stated)
[6] CC(C)CNc1cccc2c1S(=O)(=O)N(Cc1cn(Cc3ccc(C(F)(F)F)cc3)nn1)Cc1ccccc1O2
[7] O=C(CCc1nnc(C2(c3ccc(Cl)cc3)CCC2)o1)N1CCCC(O)C1 (configuration not stated)
[8] COC(=O)[C@@]1(Cc2ccc(OC)cc2)[C@H]2c3cc(C(=O)N(C)C)n(Cc4c(CO)[nH]cc(C)c4=O)c3C[C@H]2CN1C(=O)c1ccccc1
[9] CCCCCc1nnc(NC(=O)CS(=O)(=O)Cc2ccccc2)s1
[10] CC1=C(C(=O)NCCN2CCN(C)CC2)C2(CCC(C)CC2)OC1=O (configuration not stated)
assay / entry | 1 | 2 | 3 | 4 | 5 | 6 | 7 | 8 | 9 | 10
DDE Tn6 FP inh | 4 | 2 | 0 | -1 | -2 | -6 | -4 | -7 | -3 | 2
UHRF1 MBD2 ctr | -1 | -2 | -1 | 1 | 3 | 7 | 0 | -1 | -2 | 1
DDE Tn7 FP inh | -4 | 2 | -5 | -2 | -1 | -8 | 1 | -10 | -1 | -3
NR1D1 modulator | -4 | -7 | 1 | 0 | 0 | 3 | 1 | -3 | -4 | -5
HGIII-sPLA2 inh | -27 | -6 | -18 | 2 | -4 | -10 | -2 | -8 | -18 | 3
PLC-gamma1 inh | -3 | 0 | -7 | 3 | 9 | -24 | 9 | -3 | 1 | 2
KLK7 zymogen act | -0.5 | 0.6 | -2.4 | 0.0 | 0.7 | -11 | 0.5 | 0.2 | 0.0 | 0.4
ARFGAP1 inhibitor | 2 | 0 | 7 | 5 | -1 | · | 6 | 11 | -9 | 8
ASAP1 GAP inh | 7 | -7 | 7 | -6 | 4 | · | -5 | 8 | -8 | 8
PLCb3 inh | -5 | 4 | -15 | 3 | 9 | -27 | 0 | -5 | 0 | 1

[11] Cn1[nH]c(C(F)(F)F)cc1=O
[12] Cc1ccc(C(C)NC(=O)CSc2ccc(S(=O)(=O)N3CCOCC3)cn2)cc1C (configuration not stated)
[13] CC1(C)CC(NC(=O)C(Cl)(Cl)Cl)CC(C)(C)N1
[14] CCN(C(=O)COC(=O)C1CCN(S(=O)(=O)c2cccs2)CC1)c1ccccc1
[15] O=C(CCNC(=O)c1ccco1)Nc1ccccc1N1CCOCC1
[16] COCCSc1ccccc1C(=O)N1CCCC1
[17] CCCCN(CCCC)CC(O)CN1C(=O)NC(C)(C)C1=O (configuration not stated)
[18] Cc1cc(N/C(=N\S(=O)(=O)c2ccc(Cl)cc2)c2ccc(F)cc2)no1
[19] O=C(O)CCCNc1ccc(S(=O)(=O)Nc2ccccc2C(=O)O)cc1C(=O)O
[20] O=C(NNC(=O)c1ccc2c(=O)n3c(nc2c1)CCC3)c1ccc(F)cc1
assay / entry | 11 | 12 | 13 | 14 | 15 | 16 | 17 | 18 | 19 | 20
DDE Tn6 FP inh | 8 | 1 | -1 | -1 | -4 | 2 | 4 | 5 | 5 | -1
UHRF1 MBD2 ctr | -2 | 0 | -3 | 7 | -4 | 0 | 2 | -1 | -3 | -3
DDE Tn7 FP inh | -4 | -3 | 2 | -2 | 2 | 6 | 2 | -3 | 7 | -3
NR1D1 modulator | -1 | 4 | 1 | 1 | -4 | -2 | -3 | -4 | -3 | -2
HGIII-sPLA2 inh | 4 | 2 | 1 | 6 | 1 | -2 | -2 | -8 | -2 | 13
PLC-gamma1 inh | 3 | -1 | 4 | 5 | 4 | 1 | -2 | -3 | -4 | 2
KLK7 zymogen act | -0.1 | 0.2 | 0.3 | 0.3 | -0.2 | -0.1 | 0.1 | -0.6 | 0.6 | 0.4
ARFGAP1 inhibitor | 3 | 10 | 4 | -3 | 0 | -7 | 6 | 11 | 3 | -18
ASAP1 GAP inh | -12 | -17 | 6 | -3 | 3 | -7 | 0 | -8 | 8 | -5
PLCb3 inh | 1 | -3 | 6 | -1 | 7 | 3 | 0 | -1 | -12 | -5

[21] COc1ccccc1NC(=O)Cc1nc(=O)[nH]c(=O)[nH]1
[22] CC(CCc1ccccc1)C(=O)NO (configuration not stated)
[23] COC(=O)c1cn(NC(=O)Cn2nc([N+](=O)[O-])c(Cl)c2C)c(=O)c2ccccc12
[24] CCOc1ccc(CNC(=O)C(=O)c2cn(CC(=O)N3CCOCC3)c3ccccc23)cc1OC
[25] CN1CCC(OC(=O)C23CCC(C)(C(=O)O2)C3(C)C)CC1 (configuration not stated)
[26] Cc1ccc(S(=O)(=O)N(C)CC(=O)OCC(=O)c2c(N)n(C)c(=O)n(C)c2=O)cc1
[27] C#CCNC(=O)C[C@@H]1C[C@@]2(C(=O)OC)CC(C)(C)CC=C2N(CCCCCCCC)C1=O
[28] CN(CCC1CCCCO1)C(=O)CCc1nnc(C2CCCCC2)o1 (configuration not stated)
[29] Cc1cc(C)c(S(=O)(=O)c2ccccc2C)c(OCC(C)(C)C)n1
[30] O=C(Nc1ccc(N2C(=O)C3C4C=CC(C4)C3C2=O)cc1)Nc1nncs1 (configuration not stated)
assay / entry | 21 | 22 | 23 | 24 | 25 | 26 | 27 | 28 | 29 | 30
DDE Tn6 FP inh | 2 | -2 | 2 | 3 | -3 | -2 | 1 | 0 | -4 | -6
UHRF1 MBD2 ctr | 0 | 2 | 1 | 2 | -2 | 2 | -1 | -2 | 7 | 1
DDE Tn7 FP inh | 3 | -6 | 7 | -6 | 9 | -1 | -6 | -3 | -7 | 2
NR1D1 modulator | -4 | 0 | -5 | 3 | -1 | -2 | -9 | 2 | 9 | -1
HGIII-sPLA2 inh | -7 | -2 | 2 | -5 | 2 | 1 | -8 | 4 | 0 | -16
PLC-gamma1 inh | -1 | 4 | 1 | 1 | -2 | 1 | 1 | 2 | 2 | 0
KLK7 zymogen act | -0.4 | -0.1 | 0.1 | 0.7 | -0.6 | -0.4 | 0.1 | -0.1 | 0.4 | -0.4
ARFGAP1 inhibitor | -8 | 4 | 3 | -3 | -3 | 3 | -5 | 14 | 5 | 11
ASAP1 GAP inh | 17 | 1 | -14 | -4 | -6 | 10 | -13 | 8 | -3 | 4
PLCb3 inh | -30 | -1 | -5 | -5 | 2 | -3 | 2 | -11 | 3 | 2

[31] CCCc1nnc(NC(=O)COc2ccc3c(c2)OCO3)s1
[32] O=C1CCN(Cc2ccc([N+](=O)[O-])cc2)CCN1CCO
[33] c1nc2nc3c(c(N4CCCC4)n2n1)CCCC3
[34] Cc1ccc(CN(CC(=O)NC2CCCC2)C(=O)CSc2nnc(COc3ccccc3)o2)cc1
[35] O=C(NCC1CCCO1)C(c1ccc(F)cc1)N(CC1CCCO1)C(=O)c1ccc(-c2ccccc2)[nH]1 (configuration not stated)
[36] COc1ccc(-c2cc(=O)oc3c(C)c(OC(C)C(C)=O)ccc23)cc1 (configuration not stated)
[37] Cc1cc(NS(=O)(=O)c2ccc(NC(=O)c3ccco3)cc2)no1
[38] Cc1c(C2N3CC4(C)CN2CC(C)(C3)C4=O)c2ccccc2n1C (configuration not stated)
[39] NC(=O)COc1ccc(/C=N\NC(=O)c2ccc(-c3ccccc3)cc2)cc1
[40] Cc1ccc(CNC(=O)CCS(=O)(=O)c2cccc3nonc23)cc1
[41] CCCc1nnc(NC(=O)c2cc(OC)cc(OC)c2)s1
[42] C[C@@H]1C(c2ccccc2)CC(=O)C(=O)C[C@@H]1C(=O)N1CCCC1 (some centres not stated)
[43] COc1ccc(C(=O)NC(=S)Nc2ccccc2F)cc1
assay / entry | 31 | 32 | 33 | 34 | 35 | 36 | 37 | 38 | 39 | 40 | 41 | 42 | 43
DDE Tn6 FP inh | 6 | 2 | -4 | 1 | -5 | 2 | -2 | 10 | 3 | 2 | 1 | 1 | 6
UHRF1 MBD2 ctr | 6 | -1 | 4 | 1 | 3 | 1 | -1 | 0 | -3 | -2 | 1 | 0 | 2
DDE Tn7 FP inh | -9 | -5 | -2 | 5 | 4 | 3 | 4 | -1 | 9 | 3 | 7 | 5 | -1
NR1D1 modulator | -1 | -6 | -1 | 0 | 5 | 4 | -1 | 42* | 35* | -3 | -2 | 8 | -1
HGIII-sPLA2 inh | 7 | -4 | 4 | 6 | 9 | 5 | 3 | 4 | 3 | -3 | -2 | 2 | 15
PLC-gamma1 inh | 0 | 4 | 2 | -1 | 4 | -76 | 7 | 0 | -3 | -3 | -1 | -3 | 2
KLK7 zymogen act | 0.3 | -0.3 | -0.5 | 0.9 | 0.7 | -0.1 | -0.2 | -0.2 | -0.2 | 0.2 | -0.1 | 0.8 | -0.4
ARFGAP1 inhibitor | 6 | -14 | · | 5 | 12 | 9 | 2 | 15 | 14 | -1 | 3 | · | -4
ASAP1 GAP inh | -7 | 14 | · | 5 | -1 | 2 | -10 | 6 | 17 | -9 | -6 | · | -3
PLCb3 inh | -6 | 10 | 2 | 0 | 10 | -108 | 6 | 4 | -7 | 2 | -2 | 1 | 1

In the list so far, two have a nitro group on carbon.
[23] COC(=O)c1cn(NC(=O)Cn2nc([N+](=O)[O-])c(Cl)c2C)c(=O)c2ccccc12
[32] O=C1CCN(Cc2ccc([N+](=O)[O-])cc2)CCN1CCO
assay / entry | 23 | 32
DDE Tn6 FP inh | 2 | 2
UHRF1 MBD2 ctr | 1 | -1
DDE Tn7 FP inh | 7 | -5
NR1D1 modulator | -5 | -6
HGIII-sPLA2 inh | 2 | -4
PLC-gamma1 inh | 1 | 4
KLK7 zymogen act | 0.1 | -0.3
ARFGAP1 inhibitor | 3 | -14
ASAP1 GAP inh | -14 | 14
PLCb3 inh | -5 | 10

In the list so far, 3 contain two or more sulfur atoms.
[9] CCCCCc1nnc(NC(=O)CS(=O)(=O)Cc2ccccc2)s1
[12] Cc1ccc(C(C)NC(=O)CSc2ccc(S(=O)(=O)N3CCOCC3)cn2)cc1C (configuration not stated)
[14] CCN(C(=O)COC(=O)C1CCN(S(=O)(=O)c2cccs2)CC1)c1ccccc1
assay / entry | 9 | 12 | 14
DDE Tn6 FP inh | -3 | 1 | -1
UHRF1 MBD2 ctr | -2 | 0 | 7
DDE Tn7 FP inh | -1 | -3 | -2
NR1D1 modulator | -4 | 4 | 1
HGIII-sPLA2 inh | -18 | 2 | 6
PLC-gamma1 inh | 1 | -1 | 5
KLK7 zymogen act | 0.0 | 0.2 | 0.3
ARFGAP1 inhibitor | -9 | 10 | -3
ASAP1 GAP inh | -8 | -17 | -3
PLCb3 inh | 0 | -3 | -1
